RmlCD inh mix – RmlC and RmlD coupled enzyme inhibitors, primary screen, biochemical, 384-well, compound mixtures, retest. RmlC/RmlD coupled enzyme inhibition, 384-well mixture HTS. inhibition, % at 5.5 µM. 110,000 compounds, 0.39% hits; in the data active = inhibition above about 30%, passing the limit was not always enough; note: strong numbers were not always called active
HIV RNase H inh – HIV-1 RT RNase H inhibitors, primary screen, biochemical, fluorescence; Gag-Pol polyprotein (Human immunodeficiency virus type 1 group M subtype B (isolate …; RT-RNase H RNA/DNA duplex cleavage; inhibition, % at 10 µM; 65,000 compounds, 1.9% hits; in the data active = inhibition above about 50%
* marks the source's active call; other numbers are inactive results; nt = not tested or not shown; & = joins results of further samples. A portion of the library; rates above refer to the full screens.

SMILES,HIV RNase H inh,RmlCD inh mix
COCCn1nnnc1C(c1cc2ccc(C)cc2[nH]c1=O)N(Cc1ccco1)Cc1cccs1 (stereo not given),3,8
c1ccc(CNc2ncnc3sc4c(c23)CCC4)nc1,nt,-3
Nc1c(C(=O)NCCc2ccccc2)nnn1Cc1ccccc1,-14,4
CCC1=Nc2ccccc2-c2nnc(SC)nc2O1,-23,-7
Cc1ccc(NC(=O)C(C)Sc2nnc(-c3cccnc3)n2-c2ccccc2)cc1 (stereo not given),nt,-7
CCCn1c(SCC(=O)N2c3ccc(F)cc3CCC2C)nnc1-c1ccccn1 (stereo not given),nt,-9
CSc1ccccc1NC(=O)c1cc(C2CC2)on1,nt,0
O=C(Nc1ccc2c(c1)OC1(CCCC1)O2)C1CC1,-12,-5

The last four entries of the section above are carried over, then new ones follow.
SMILES,HIV RNase H inh,RmlCD inh mix
Cc1ccc(NC(=O)C(C)Sc2nnc(-c3cccnc3)n2-c2ccccc2)cc1 (stereo not given),nt,-7
CCCn1c(SCC(=O)N2c3ccc(F)cc3CCC2C)nnc1-c1ccccn1 (stereo not given),nt,-9
CSc1ccccc1NC(=O)c1cc(C2CC2)on1,nt,0
O=C(Nc1ccc2c(c1)OC1(CCCC1)O2)C1CC1,-12,-5
CCOc1ccc(CNC(=O)C2CC(=O)N(C3CCCC3)C2)cc1OC (stereo not given),-1,-8
COc1ccc2cc3cc(C(=O)NC(C)C)oc3nc2c1,nt,96*
Cc1ccc(CN2CCN(/N=C/c3cc(Br)ccc3O)CC2)cc1,nt,13
Cc1ccc(C)c(-n2c(-c3csc(C)c3)n[nH]c2=S)c1,nt,-8
O=C(Nc1ccc(-c2cn3ccsc3n2)cc1)c1ccc(F)c(S(=O)(=O)N2CCOCC2)c1,5,22
Cc1onc(-c2c(F)cccc2Cl)c1C(=O)Nc1nc2c(s1)CCCC2,6,-5
CCOc1ccc(-c2nnc3n2N=C(c2ccc(OC)cc2)CS3)cc1,-10,-9
COc1ccc(CNC(=O)C(c2ccc(C)o2)N(Cc2cccs2)C(=O)Cc2cccs2)cc1 (stereo not given),nt,-6

Further records follow.
SMILES,HIV RNase H inh,RmlCD inh mix
CCC(=O)N(CC)C1=C(O)c2ccccc2C(=O)C1=O,nt,-5
Cc1nc2ccc(F)cc2cc1C(=O)NCC1CCCO1 (stereo not given),-4,5
Cc1cc(Nc2nnnn2-c2ccccc2)n(-c2ccccc2)n1,nt,8
CC(C)(C)NS(=O)(=O)c1ccc(CCC(=O)NCc2ccco2)cc1,-3,6
COc1cc(=O)[nH]c(=O)n1C(=O)Cc1ccccc1,-5,27
Cc1cc(=O)oc(C)c1C(=O)NCc1ccccc1,nt,-16
C=C1CCN([C@@H](CC(C)C)C(=O)N2CCOCC2)S(=O)(=O)c2ccccc21,nt,-10
COc1ccccc1NC(=O)c1sc2ncn(Cc3ccc(C)cc3)c(=O)c2c1C,nt,36

The results go on:
SMILES,HIV RNase H inh,RmlCD inh mix
O=C(CCC(=O)c1ccc(F)cc1)Nc1cc(Cl)cc(Cl)c1,nt,-3
CCOC(=O)N1CCC(NC(=O)c2cc3c(-c4cccc(OC)c4)nn(C)c3s2)CC1,-12,4
O=C(Nc1cccnc1)C1CCN(S(=O)(=O)c2cccc3nonc23)CC1,nt,-5
CCOc1ccc(NC2=NCC(=O)N2CCc2ccccc2)cc1,7,-28
CCOC(=O)/C=C1\SCC(=O)N1CC(=O)c1ccc[nH]1,27,9
Cc1c(C(=O)OCC(=O)N(CCC#N)c2ccccc2)oc2c1ccc1ccccc12,0,-23
Cc1cc(OCC(=O)Nc2cc(-c3nn4c(C)nnc4s3)ccc2C)ccc1Cl,4,18
Cc1ccc(S(=O)(=O)c2c(N)n(NC(=O)C3CC3)c3nc4ccccc4nc23)cc1,8,27

Other records
SMILES,HIV RNase H inh,RmlCD inh mix
Cc1ccc(CNC(=O)C(C)OC(=O)c2ccco2)cc1 (stereo not given),3,-11
COc1ccc(-c2noc(CCCC(=O)NCc3ccco3)n2)cc1OC,-2,-6
CCOC(=O)Cn1c(=N)n(Cc2ccccc2)c2ccccc21,-12,-2
O=C1CCCN1CCCNc1ncnc2c1cnn2-c1ccc(Cl)cc1,-3,46
COc1ccc(OCc2ccc(C(=O)O)cc2)cc1,-9,-2
O=C(O)CC(=O)NC12CC3CC(CC(C3)C1)C2,nt,-6&10
O=C1CCN(S(=O)(=O)c2ccccc2)C2CCCCC12 (stereo not given),-15,-12
Cc1ccc(C(=O)c2c(C)oc3c2C(=O)C(=O)c2ccccc2-3)cc1,nt,-17

(more compounds)
SMILES,HIV RNase H inh,RmlCD inh mix
CNc1nc(NCCOC23CC4CC(CC(C4)C2)C3)nc(OCC(F)(F)F)n1,nt,-7
CCOC(=O)c1cccc(NC(=O)/C=C/c2cccc([N+](=O)[O-])c2)c1,nt,-3
O=C(Cn1cc2c(n1)CCCCC2)NCc1ccccn1,-10,-10
NC(=O)CC[C@@H]1NC(=O)[C@@H]2CCCN2C(=O)c2cc([N+](=O)[O-])cc(I)c2NCCC[C@@H](C(N)=O)NC1=O,nt,-10
CCC(CC)C(=O)Nc1ccccc1-n1cccc1,nt,-14
CCOc1ccc(S(=O)(=O)NCCOC)cc1C,nt,-6
CCCCCn1c(=O)[nH]c2cc(C(=O)NCCN(CC)CC)ccc2c1=O,-7,-14
Cc1cccc(C(=O)N2CCC(n3nnc4cc(F)ccc43)CC2)c1,-5,2

Following part
SMILES,HIV RNase H inh,RmlCD inh mix
O=C(NCc1cccs1)c1cc(-c2ccccc2)nn1CC1CC(c2cccc([N+](=O)[O-])c2)=NO1 (stereo not given),nt,0
O=C(C1CCN(S(=O)(=O)c2cccc3cccnc23)CC1)N1CCCC1,-2,-10
COC(=O)CN(c1cccc(OC)c1)S(C)(=O)=O,-14,10
CC1CCCCN1CCCn1c(=S)[nH]c2ccccc2c1=O (stereo not given),-2,8
O=C(CCCCCn1c(SCC(=O)c2ccccc2)nc2ccccc2c1=O)NCc1ccco1,48,-11
COC(=O)C1=C(c2ccccc2)C[C@@H]2CC[C@H]1N2C(=O)N1CCCC1,nt,6
COC(=O)c1cc(NC(=O)Cc2coc3cc(OC)ccc23)cc(C(=O)OC)c1,-4,-10
NC(=O)c1nc(C2CCCCC2)nc2c1[nH]c(=O)n2-c1ccc(F)cc1,-7,nt

New compounds follow.
SMILES,HIV RNase H inh,RmlCD inh mix
COc1ccccc1N(CC(O)CN1C(=O)NC(C)(C)C1=O)S(=O)(=O)c1ccc(C)cc1 (stereo not given),1,3
COC(=O)Nc1ccc(=O)n(Cc2c(Cl)cccc2Cl)c1,nt,14
CCC(C)NC(=O)C1CCCN(c2nc(C)cc(OC)n2)C1 (stereo not given),nt,7
COc1ccc(/C=C2\C(=O)N(Cc3ccc(F)cc3)CC(=O)N2Cc2ccccc2)cc1,nt,11
CCc1c(C)nc2ncnn2c1NCCc1ccc(OC)cc1,-29,6
COCCNC(=O)CNS(=O)(=O)c1ccc2nc(C)sc2c1,-4,-7
Cc1cc(=O)n2[nH]c(COc3ccccc3)nc2n1,3,-10
O=C(c1cccs1)N1CCN(CCc2ccccc2)CC1,-3,-71

Further records:
SMILES,HIV RNase H inh,RmlCD inh mix
COc1ccc(N2CCCn3c2nc2c3c(=O)n(Cc3ccc(F)cc3)c(=O)n2C)c(OC)c1,9,nt
Cc1cnc(NC(=O)C2COc3ccccc3O2)s1 (stereo not given),nt,-7
COc1ccc2nc(NC(=O)CCNS(=O)(=O)c3ccc4c(c3)oc(=O)n4C)sc2c1,-2,nt
CCSc1nnc2c(n1)[nH]c1c(C)cccc12,-11,-10
CCn1nc(C(=O)OCC(=O)NCCN2C(=O)CSC2=O)c2ccccc2c1=O,-20,116
COC(=O)c1ccc(C2/C(=C(\O)c3cccc(OC)c3)C(=O)C(=O)N2CCCN2CCOCC2)cc1 (stereo not given),8,nt
O=C(COc1cccc(Cl)c1)Nc1nc(-c2ccc(S(=O)(=O)N3CCOCC3)cc2)cs1,nt,34
O=C(Oc1ccc2ccccc2c1Cl)N1CCCC1,-12,-13

Reprinted from the entries so far (6 entries):
SMILES,HIV RNase H inh,RmlCD inh mix
O=C(c1cccs1)N1CCN(CCc2ccccc2)CC1,-3,-71
COc1ccc(N2CCCn3c2nc2c3c(=O)n(Cc3ccc(F)cc3)c(=O)n2C)c(OC)c1,9,nt
Cc1cnc(NC(=O)C2COc3ccccc3O2)s1 (stereo not given),nt,-7
COc1ccc2nc(NC(=O)CCNS(=O)(=O)c3ccc4c(c3)oc(=O)n4C)sc2c1,-2,nt
CCSc1nnc2c(n1)[nH]c1c(C)cccc12,-11,-10
CCn1nc(C(=O)OCC(=O)NCCN2C(=O)CSC2=O)c2ccccc2c1=O,-20,116

More compounds
SMILES,HIV RNase H inh,RmlCD inh mix
Cc1ccc(C(=O)Nc2cccc(C(F)(F)F)c2)cc1NC(=O)c1cnnc2ccccc12,nt,14
COc1ccc(Cn2c(C3CC3)nc3ccc(NC(=O)c4ccco4)cc3c2=O)cc1,2,15
COc1cccc(-c2cn3nc4c(nc3n2)CCCC4)c1,-1,1
N#Cc1cccc(NC(=O)c2ccccc2C(=O)O)c1,-11,-7
CCC(=O)/C=C1/Sc2ccc(OC)cc2N1CC,nt,0
CCOc1ccc(NC(=O)COC(=O)Cc2ccc(S(=O)(=O)N3CCOCC3)s2)cc1,nt,2
O=c1oc2ccccc2c(O)c1C=NCc1ccccn1,-6,-11
O=C(OCc1ccccc1)c1ccc(Br)o1,-65,8

(list continues)
SMILES,HIV RNase H inh,RmlCD inh mix
COc1cccc(C2C(C(=O)c3sc(C)nc3C)=C(O)C(=O)N2CCN2CCOCC2)c1OC (stereo not given),-17,-47
O=C(NC1=NCCS1)C1COc2ccccc2O1 (stereo not given),-3,-14
Cc1ccc(CSc2nnc(-c3ccccn3)n2C)cc1,-6,4
NC(=O)c1ccc(-n2nnnc2Oc2ccccc2C(=O)N2CCOCC2)cc1,-3,-1
CCNC(=O)CN(Cc1ccccc1)S(=O)(=O)c1ccccc1,1,-16
COc1cccc(-n2nnnc2SCC(=O)NC2CCCC2)c1,nt,5
COc1cc(NC(=O)c2cc(C)on2)cc(OC)c1OC,-7,-12
O=c1[nH]c(CN2CCc3ccccc32)nc2scc(-c3cccs3)c12,18,7

The results go on:
SMILES,HIV RNase H inh,RmlCD inh mix
CCN(CC)CCCNC(=O)Cc1c(C(=O)O)n(C)c2ccccc12,0,-8
COc1ccc(-c2cc(C(N)=O)nc(N3CCCCCC3)n2)cc1,9,-34
O=C(NCCc1ccccc1)c1cccs1,nt,3
O=c1c2ccccc2nc(CSc2ncnc3nc[nH]c23)n1-c1ccccc1Cl,nt,-4
CC1Cc2nc(SCC(=O)N3CCN(c4ccccc4)CC3)n(C)c(=O)c2S1 (stereo not given),nt,-10
CCOc1ccc(N(CC(=O)NC2CCCC2)S(=O)(=O)c2c(C)[nH]c(=O)[nH]c2=O)cc1,-6,-18
O=c1c2c3c(sc2nc2n1CCCC2)CCC3,-5,-1
CC1(C)NC(=O)N(CCOc2ccc3c(c2)CCC3)C1=O,-7,-8

Other compounds follow:
SMILES,HIV RNase H inh,RmlCD inh mix
C=COC(=O)CSc1snc(SCC(=O)OC)c1C#N,8,5
CC(C)(C)c1ccc(S(=O)(=O)NCc2ccc(C(=O)N3CCOCC3)cc2)cc1,nt,-1
Cc1cccc(C)c1NC(=O)Cn1c(CN2CCCCC2)nc2ccccc2c1=O,nt,4
COc1cccc2c(=O)n(CC(=O)N3CCCCCC3)ccc12,-3,-11
CC(=O)OC(C)(C)/C=C/C(=O)[C@](C)(O)[C@H]1[C@H](O)C[C@@]2(C)[C@@H]3CC=C4[C@H](C[C@H](O)C(=O)C4(C)C)[C@]3(C)C(=O)C[C@]12C,nt,-10
O=C(COc1ccc(S(=O)(=O)N2CCCCC2)cc1)NC1CCCCC1,-13,1
CCNC(=O)c1cc(Br)ccc1Cl,nt,-2
O=C(NCc1ccccc1)C1=C[C@H](c2ccc(C(F)(F)F)cc2)C[C@H](OCc2ccc(CO)cc2)O1,nt,16

(cont.)
SMILES,HIV RNase H inh,RmlCD inh mix
COc1ccc(C(=O)Nc2cccc(-c3cnc4ccccc4n3)c2)cc1,nt,-14
COc1ccc(OC)c(NC(=O)C2CCN(Cc3cnn(-c4ccccc4)c3-n3cccc3)CC2)c1,nt,-3
COc1ccc(N(CC(=O)Nc2cccc(C(F)(F)F)c2)S(C)(=O)=O)cc1,nt,-128
CC(C)NC(=O)c1cc(=O)n(C)c(=O)n1C,-3,-14
CC(C)(C)NC(=O)CCN1CCOCC1,nt,-9
COC1(OC)C(=N/O)/C(=N\O)CCC1O (stereo not given),-17,6
C/C(=N\NC(=S)Nc1ccc(F)cc1)C1CC1,nt,-1
N#CCCN(Cc1cccnc1)C(=O)Nc1cccc(Cl)c1,0,1

(further entries)
SMILES,HIV RNase H inh,RmlCD inh mix
COCCNC(=O)C(c1cccs1)N(C(=O)Cn1nnc2ccccc21)c1ccc2c(c1)OCO2 (stereo not given),-3,-12
Cc1ccccc1CN1CCN(CC(=O)NCc2ccccn2)C1=O,-9,-9
CCN1C(=O)N(CN2CCOCC2)C2C1N(CN1CCOCC1)C(=O)N2CC (stereo not given),-11,-8
COc1cc(Br)cc(CN2CCN(C/C=C/c3ccccc3)CC2)c1O,11,-6
O=C(Nc1ccc2nc(-c3ccccn3)[nH]c2c1)C1CCCCC1,nt,10
Cc1ccc(Oc2ccc(NC(=O)Cn3ccsc3=N)cc2)cc1,nt,0
Nc1nonc1-c1nc2ccccc2n1Cc1ccc(F)cc1,-13,6
C=CCN1C(=NC(=O)CC)SC2CS(=O)(=O)CC21 (stereo not given),nt,-8
C=C1C(=O)[C@@]23C[C@H]4[C@@H]5[C@@]6(C)CCC[C@@]57[C@@H]2[C@@H](O)[C@@H]1C[C@H]3[C@H]7N4C6,nt,-12

Screening data: PubChem, several laboratories
